LGR2 inh: Drosophila LGR2 receptor signaling inhibition. inhibition, % at 9.99 µM. actives 0.35% (n = 380,000). AID 720647. HEK293 LGR2, CRE-luciferase, bursicon-stimulated, 4 h;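 active = drop in luminescence signal, shown as inhibition above about 50% in the replicate tests, limit read from the data, passing the limit was not always enough; inconclusive = probably only some replicates passing the limit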;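 note: agonist challenge used bursicon conditioned medium at about half maximal strength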
CASP6 VEID inh: inhibitors of human caspase-6. P55212. purified caspase-6, Z-VEID-R110 cleavage fluorescence. inhibition, % at 12.5 µM. actives 0.53% (n = 350,000). AID 686996;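 active = mean inhibition across replicates at least about 35%, with every replicate also reaching that limit, limit read from the data; inconclusive = only one of the two criteria met; inactive = neither criterion met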;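 note: 0% = median of neutral control wells and 100% = no fluorescence left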
Target sequence (P55212 24-179 limits assumed): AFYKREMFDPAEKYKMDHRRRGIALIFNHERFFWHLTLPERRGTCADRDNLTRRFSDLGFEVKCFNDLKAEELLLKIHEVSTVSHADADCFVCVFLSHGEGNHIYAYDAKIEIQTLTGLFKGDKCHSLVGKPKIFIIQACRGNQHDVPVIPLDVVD
Target sequence (P55212 194-293 limits assumed): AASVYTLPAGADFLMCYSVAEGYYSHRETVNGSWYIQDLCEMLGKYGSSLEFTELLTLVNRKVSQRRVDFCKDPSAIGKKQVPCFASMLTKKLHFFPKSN
SIRT5 block: blocks human SIRT5 desuccinylation of peptide; Q9NXA8; Purified SirT5, succinyl-peptide AMC, trypsin-coupled fluorescence; inhibition, % at 15 µM; actives 1.1% (n = 330,000); in the data active = inhibition above about 15%; inconclusive = no clear call, values can overlap the other calls
Target sequence (Q9NXA8 whole entry, looked up): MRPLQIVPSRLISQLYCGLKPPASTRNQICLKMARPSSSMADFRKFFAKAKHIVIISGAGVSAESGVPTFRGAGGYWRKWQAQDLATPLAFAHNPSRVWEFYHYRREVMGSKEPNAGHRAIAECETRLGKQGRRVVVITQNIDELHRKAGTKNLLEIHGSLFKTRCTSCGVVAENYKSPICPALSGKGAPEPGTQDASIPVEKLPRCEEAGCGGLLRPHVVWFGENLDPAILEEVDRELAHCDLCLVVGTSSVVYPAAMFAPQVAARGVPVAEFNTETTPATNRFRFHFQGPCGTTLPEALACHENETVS
EWS-Fli inh: EWS/Fli transcriptional activity inhibition; A673 NR0B1-luciferase reporter, viability-normalised; inhibition, % at 12.6 µM; actives 0.67% (n = 350,000); AID 651661;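 active = mean inhibition of at least 50% after viability correction, with every replicate also passing that limit; inconclusive = mean reaches 50% but only one of two replicates passes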;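 note: firefly luciferase signal divided by Alamar Blue viability fluorescence both relative to DMSO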
ARNT TACC3 PPI: ARNT/TACC3 interaction disruption | Q9Y6A5 | AlphaScreen His-ARNT PAS-B/GST-TACC3 binding, luminescence; TACC3 fragment carries E629A point mutation | inhibition, % at 9.99 µM | actives 0.66% (n = 390,000);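 active = mean inhibition of replicates at least 50% and at least half of replicates each reaching 50%; inconclusive = half or more replicates reach 50% but mean below 50%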;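 note: 0% = complete ARNT plus TACC3 wells and 100% = ARNT alone without TACC3; many hits fall short of the cut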
PAX8 reporter: PAX8 transcriptional activity inhibition | actives 1.2% (n = 360,000) | inhibition, % at 12.6 µM | RMG-I TPO-luciferase reporter, SteadyGlo, 24 h;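 active = mean replicate inhibition at least 60% with every replicate also reaching 60%; inconclusive = only one of the two criteria is met; inactive = mean below 60% and not all replicates reaching 60%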;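 note: luciferase light reporting Pax8 driven TPO promoter activity; plate controls were median of neutral control wells for no effect and mitoxantrone controls for full effect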
DENV2 CPE rescue: protects cells from dengue virus 2 cytopathic effect | AID 651640 | DENV2-infected cells, cytopathic effect rescue, plate reader | actives 1.7% (n = 350,000) | CPE inhibition, % at 9.99 µM; in the data active = CPE inhibition above about 20%, passing the limit was not always enough; inconclusive = no clear call, values can overlap the other calls; tested in BHK-21 cells;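 note: 0% = median of neutral control wells and 100% = median of positive control wells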
An asterisk follows results filed as active; ? = inconclusive; · = not tested or not shown; & = joins results of further samples.

Every second line gives: EWS-Fli inh, ARNT TACC3 PPI, DENV2 CPE rescue, SIRT5 block, LGR2 inh, PAX8 reporter, CASP6 VEID inh
COc1ccc(C(=O)NNC(=O)CSc2nc3c(c(=O)n(C)c(=O)n3C)n2C)cc1
  -2.9, -17.1, -5.7, -3.1, -5.1, -147.4, -1.0
O=C(C1CC1)N1C[C@@H]2[C@H](c3ccccc31)[C@H](CO)N2C(=O)c1cccc(F)c1
  -1.7, -4.6, ·, ·, 5.2, -2.0, ·
COC(=O)c1ccc(COc2ccc3c(C)c(C)c(=O)oc3c2)o1
  ·, -5.6, ·, ·, -113.4, ·, 0.7
CC(C)N=C1NN=C(c2cccs2)C(CC(=O)O)S1 (stereo not given)
  0.4, 40.2, -3.2, 7.4, -7.6, 16.6, 2.8
O=C(Nc1ccc(F)cc1F)c1cncc(Br)c1
  -15.6, ·, -3.1, -0.5, 12.8, -8.7, 6.1
Cc1noc(C)c1NC(=O)N(C)C[C@@H]1OCCCC[C@H](C)Oc2ccc(NS(=O)(=O)c3c(C)noc3C)cc2C(=O)N([C@@H](C)CO)C[C@H]1C
  -8.4, -9.2, 3.5, -2.9, -14.4, 14.4, 3.0
CN(C(=O)COC(=O)CCC(=O)c1ccccc1)c1c(N)n(Cc2ccccc2)c(=O)[nH]c1=O
  -0.8, 0.7, -5.4, 0.2, -12.8, -5.0, 2.0
CCCNC(=O)C1CCCN(S(=O)(=O)c2ccc3c(c2)CC(C)N3C(=O)C2CC2)C1 (stereo not given)
  3.5, -4.3, -4.0, -1.7, -7.3, 7.2, 2.5
CCOc1ccc(C(=O)NCCCCNC(=O)c2ccc(OCC)cc2)cc1
  -41.8, -7.9, -1.5, -0.6, -14.3, -34.7, -3.0
COC(=O)c1c(-c2ccccc2Cl)noc1/C=C/N(C)C
  -10.9, ·, -0.5, -4.8, -15.4, 11.8, -0.9
COc1ccc([N+](=O)[O-])cc1N(CC(=O)NC1CCCCC1)S(C)(=O)=O
  -6.4, 1.7, -4.5, -0.1, 11.5, 2.0, -3.3
C[C@H](CO)N1C[C@H](C)[C@H](CN(C)C)Oc2c(NC(=O)c3ccc(-c4nccs4)cc3)cccc2C1=O
  15.0, ·, -3.9, 5.3, 9.2, -3.4, -1.6
CO[C@H]1CC[C@H]2CCN(C)C(=O)CC3(CCCCC3)CN(C)C(=O)c3cccc(C#N)c3OC[C@H]1O2
  5.4, -3.3, 0.3, -2.3, 18.2, 14.9, -4.9
CCOC(=O)N1CCN(CCC(=O)Nc2cc(C)ccc2C)CC1
  4.6, -4.3, -1.1, 3.6, ·, -1.4, 0.4
O=C(NN/C(=N/S(=O)(=O)c1ccc(Cl)cc1)c1ccccc1)c1cccc(Cl)c1
  -38.7, -5.2, -9.1, -0.7, -42.4, -184.3, 0.1
Cc1ccc(-c2cnc3c(c2)C(=O)N([C@H](C)CO)C[C@H](C)[C@@H](CN(C)CC2CCOCC2)O3)cc1
  -5.8, -1.1, -5.0, -2.6, -7.5, ·, -0.5
O=S(=O)(NC1=NCCC1)c1cccc(NC(=S)Nc2ccc(OC(F)F)cc2)c1
  8.4, 3.4, 19.4, 1.0, 9.6, -5.9, -0.8
CC(C)C#Cc1ccc([C@H]2[C@H](CO)N3C(=O)CN(C(=O)NC4CCCCC4)C[C@@H]23)cc1
  2.8, ·, ?, -2.9, 14.9, ·, ·
Cc1cccc(NCC(=O)N/N=C/c2cccc(Br)c2)c1
  -3.1, -4.4, 1.0, 2.4, ·, 3.4, 0.5
COc1ccc(CNC(=O)c2ccc(-c3cccnc3)c3ccoc23)cc1OC
  4.2, ·, 6.4, 0.0, -14.7, 16.7, 10.5
CCCC1NC(=O)c2cc3ccccc3cc2-n2c1nc1ccc(F)cc1c2=O (stereo not given)
  -9.2, ·, 67.2*, ·, -6.9, 33.5, -5.9
Cc1ccc(C(=O)CN2C(=O)NC3(CCc4ccccc43)C2=O)s1 (stereo not given)
  -4.1, ·, 1.3, 1.4, -3.8, -1.4, 1.1
CCCC#Cc1ccc2c(c1)O[C@H](CN(C)Cc1ccccc1)[C@H](C)CN([C@@H](C)CO)S2(=O)=O
  20.2, ·, ·, ·, 24.7, -30.0, ·
Cc1ccc(S(=O)(=O)N(CC(=O)NC2CC3CCC2C3)c2ccccc2)cc1 (stereo not given)
  1.3, ·, -4.7, ·, -15.5, -17.6, 1.2
C[C@@H]1CN([C@@H](C)CO)C(=O)c2cccc(NC(=O)C3CCOCC3)c2O[C@@H]1CN(C)S(=O)(=O)c1ccc(F)cc1
  -3.4, -9.5, -12.2, 5.7, -3.8, 4.2, 0.3
CNC(=O)C1CC(=O)N(CCc2ccccc2)C(=Nc2ccc(OC)cc2)S1 (stereo not given)
  6.7, -7.1, -3.7, 1.2, 1.0, -3.3, 1.7
C[C@@H]1CN([C@H](C)CO)C(=O)c2cc(C#Cc3ccccc3F)cnc2O[C@@H]1CN(C)S(=O)(=O)c1ccccc1F
  -0.8&-0.8&1.9, -12.5&-10.8, 11.1&5.6&6.6, -8.1&4.8&7.7, 1.3&-13.2, -10.7, 4.6&0.1&-1.6
C/C=C/c1cnc2c(c1)C(=O)N([C@@H](C)CO)C[C@H](C)[C@H](CN(C)Cc1ccncc1)O2
  -2.8, -9.9, 11.2, 0.8, -1.8, ·, -0.8
COc1ccc(S(=O)(=O)N(C)C[C@@H]2Oc3ccc(NS(=O)(=O)c4ccccc4)cc3C(=O)N([C@H](C)CO)C[C@@H]2C)cc1
  0.8, 11.6, ?, ·, -0.6, 9.0, ·
O=C(COC(=O)CCC(=O)c1cccs1)NCc1ccc(Cl)cc1
  -1.0, 8.5, 1.4, -4.5, -3.3, 11.1, 8.8
CN1CCN(S(=O)(=O)c2cccc(C(=O)Nc3cccc(S(N)(=O)=O)c3)c2)CC1
  ·, -2.5, -1.7, 0.4, 26.1, -1.2, ·
C[C@H]1CCCCO[C@@H](CN(C)C(=O)Nc2ccc(C(F)(F)F)cc2)[C@@H](C)CN([C@@H](C)CO)C(=O)c2cc(NC(=O)Nc3cccc4ccccc34)ccc2O1
  4.5, 0.3, 1.8, -1.9, 2.6, 11.3, -1.9
CCCNC(=O)Nc1ccc2c(c1)OC[C@@H](C)N(Cc1ccc(-c3ccccn3)cc1)C[C@@H](C)[C@@H](OC)CN(C)C2=O
  -3.8, -10.3, -1.6, ·, -0.1, 14.5, -1.4
COCCN1C[C@@H](CO)O[C@@H](n2cnc3c(N4CCN(c5ccccc5)CC4)ncnc32)C1
  8.1, ·, -1.0, 0.1, -6.6, -10.0, -3.2
CCN(CC)c1ccc2cc(C(N)=O)c(=O)oc2c1
  -37.7, 24.2, -3.2, -7.1, -27.4, ·, 2.4
COC(=O)[C@H](Cc1ccccc1)N1C(=O)O[C@@H](Cc2ccccc2)[C@H]1/C=C/C1CC1
  16.4, ·, -6.4, 1.7, ·, 14.0, -2.1
CCOC(=O)N1CCN(CC(=O)N2c3ccccc3Sc3ccccc32)CC1
  1.8, -0.1, -4.0, -3.4, -8.7, 8.2, 2.3
Cc1c(CC(=O)N2CCC(C(N)=O)CC2)c(=O)oc2cc3c(cc12)CCC1(CCCCC1)O3
  0.5, -191.6, -5.3, ·, ·, ·, -1.5
COC(=O)c1cc(OC)c(OC)cc1NC(=S)N1CCN(c2ccccn2)CC1
  6.3, 4.3, 4.8, 0.9, -8.4, -3.7, 3.6
Cc1ccc(NC(=O)C2CCCN2C(=O)NCc2ccccc2)cc1 (stereo not given)
  -1.9, -4.2, -5.4, -0.1, -0.1, 3.0, -6.2
NS(=O)(=O)c1ccc2c(c1)oc(=O)c1cc(S(N)(=O)=O)ccc12
  -0.2, -6.1, 9.7, -2.1, 12.6, 2.0, -0.7
COc1cccc(C(C(=O)NC(C)(C)C)N(CC(C)C)C(=O)CCC(=O)Nc2cc(C)on2)c1OC (stereo not given)
  -19.7, ·, -7.8, 1.0, -14.0, 4.7, 0.1
CC(C)(C)NC(=O)COc1ccccc1C#N
  4.3, -7.6, 0.7, -4.1, 1.5, 0.5, 1.6
O=C(O)c1ccc(-c2ccc(/C=C3\NC(=O)N(Cc4ccc(Cl)cc4)C3=O)o2)cc1Cl
  5.3, ·, 5.7, 25.9*, -1.6, 8.7, 64.6*
Cc1cc(C(F)F)n2nc(C(=O)Nc3sc4c(c3C#N)CCC4)nc2n1
  14.4, 0.4, -4.7, -3.7, 0.4, -1.7, 16.2
CCN(CC)S(=O)(=O)c1ccc(N2CCCC2)c(NC(=O)c2nn(C)c(=O)c3ccccc23)c1
  -2.4, 6.9, -5.9, 1.4, -17.2, 11.0, 1.1
CCOc1ccccc1NC(=O)CSc1nc2ccccc2c(=O)n1CC1CCCO1 (stereo not given)
  6.3, -2.2, -1.4, -5.7, -3.6, 16.2, -2.9
CC1Oc2ccccc2C=C1/C=N/Nc1ccc(C(=O)O)cc1 (stereo not given)
  -43.5, 15.4, 11.7, 3.7, -93.6, -56.1, 13.5
Cc1ccc(-n2ncc3c2CCCC3NC(=O)c2ocnc2C)cc1C (stereo not given)
  13.2, -6.9, ?, -18.1, 20.9, ·, -0.6
CS(=O)(=O)Nc1ccc2c(c1)[C@@H]1C[C@@H](CC(=O)NCC3CC3)O[C@H](CO)[C@@H]1O2
  -12.5, -1.2, 0.6, 1.0, 8.8, 1.3, -0.6
C/C=C(/C)C(=O)Nc1cccc(C2=NOC3(C2)C[C@@H](C(N)=O)N(C(=O)/C=C/CC)C3)c1 (stereo not given in full)
  5.4, -0.5, 6.1, -0.5, 21.8, 8.7, 4.4
CC1(C)CC(NC(=O)c2cccc(S(=O)(=O)N(Cc3ccccc3)c3ccccc3)c2)CC(C)(C)N1
  19.4, 5.2, -4.8, 2.6, 16.1, 13.5, 0.3
CC1=C(C(=O)N2CCCCC2)C2(CCC(C)CC2)OC1=O (stereo not given)
  1.5, -5.8, -0.6, -5.3, 8.9, 6.5, -2.7
CCC(C)[C@H](N)c1cn([C@@H](Cc2cc3ccccc3[nH]2)C(=O)N2CCNCC2)nn1 (stereo not given in full)
  -3.5, 14.0, 4.2, ·, 2.8, 11.4, -94.8
CC(C)(C)c1ccc(C(O)c2ncc(-c3ccccc3Cl)[nH]2)cc1 (stereo not given)
  -2.9, ·, 1.9, 2.6, 1.6, 8.4, -1.9
Cc1cc2oc(=O)ccc2cc1[N+](=O)[O-]
  -2.0, -1.6, 5.0, ·, 3.5, 2.1, 0.6
O=C(COC(=O)CCC(=O)c1cccs1)Nc1ccc(F)c(F)c1F
  -0.5, -0.9, -0.2, -2.0, 14.4, 8.8, -0.3
CC1=C(C)CC(C(=O)Nc2ccc(C(=O)N3CCOCC3)cc2)C(C(=O)O)C1 (stereo not given)
  -9.7, 4.5, -5.6, -3.0, 7.0, 1.5, 9.4
COc1ccc(S(=O)(=O)Nc2ccc3c(c2)C(=O)N([C@@H](C)CO)C[C@H](C)[C@@H](CN(C)Cc2ccncc2)OCCCC[C@H](C)O3)cc1
  -4.9, 7.4, -0.9, -0.9, -0.6, -2.3, 1.2
N#C[C@@H]1[C@@H](c2ccccc2C2=CCCC2)[C@H](CO)N1C(=O)C1CCC1
  -8.9, ·, 12.3, 0.9, -4.9, -14.1, 0.3

Following part.
Every second line gives: EWS-Fli inh, ARNT TACC3 PPI, DENV2 CPE rescue, SIRT5 block, LGR2 inh, PAX8 reporter, CASP6 VEID inh
CCOc1ccc(-c2nc(S(=O)(=O)c3ccccc3)c(NC)o2)cc1
  11.9, -4.8, 8.0, -1.2, 0.8, 12.6, 0.5
C[C@H]1CN([C@@H](C)CO)S(=O)(=O)c2ccc(-c3cccnc3)cc2O[C@@H]1CN(C)CC1CC1
  -17.6, 1.1, -5.8, -2.4, ·, ·, 0.6
CCC1CCC(N2CCN(c3ccc(F)cc3)CC2)CC1 (stereo not given)
  14.1, 1.1, 15.0, 0.8, 14.9, 7.4, 0.9
Cc1cccn2c(=O)c3cc(C(=O)NC4CCCC4)c(=N)n(Cc4ccc(F)cc4)c3nc12
  -34.8, -7.6, 0.0, -9.4, 6.0, -2.9, -0.3

Records above shown as hits in SIRT5 block.
| compound | ARNT TACC3 PPI | DENV2 CPE rescue | SIRT5 block | LGR2 inh | CASP6 VEID inh |
| --- | --- | --- | --- | --- | --- |
| O=C(O)c1ccc(-c2ccc(/C=C3\NC(=O)N(Cc4ccc(Cl)cc4)C3=O)o2)cc1Cl | · | 5.7 | 25.9* | -1.6 | 64.6* |

High-throughput results as filed in PubChem.
